TLR4 MyD88 comp = inhibitors of human TLR4-MyD88 binding; inhibition, % at 8.4 µM; O00206+Q99836; actives 0.18% (n = 200,000); HeLa CL3-4 TLR4/MyD88 BLA complementation, FRET ratio; AID 861; in the data active = inhibition above about 25%;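 also: 0% = vehicle and 100% = reference inhibitor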
Target sequence (O00206 whole entry, looked up): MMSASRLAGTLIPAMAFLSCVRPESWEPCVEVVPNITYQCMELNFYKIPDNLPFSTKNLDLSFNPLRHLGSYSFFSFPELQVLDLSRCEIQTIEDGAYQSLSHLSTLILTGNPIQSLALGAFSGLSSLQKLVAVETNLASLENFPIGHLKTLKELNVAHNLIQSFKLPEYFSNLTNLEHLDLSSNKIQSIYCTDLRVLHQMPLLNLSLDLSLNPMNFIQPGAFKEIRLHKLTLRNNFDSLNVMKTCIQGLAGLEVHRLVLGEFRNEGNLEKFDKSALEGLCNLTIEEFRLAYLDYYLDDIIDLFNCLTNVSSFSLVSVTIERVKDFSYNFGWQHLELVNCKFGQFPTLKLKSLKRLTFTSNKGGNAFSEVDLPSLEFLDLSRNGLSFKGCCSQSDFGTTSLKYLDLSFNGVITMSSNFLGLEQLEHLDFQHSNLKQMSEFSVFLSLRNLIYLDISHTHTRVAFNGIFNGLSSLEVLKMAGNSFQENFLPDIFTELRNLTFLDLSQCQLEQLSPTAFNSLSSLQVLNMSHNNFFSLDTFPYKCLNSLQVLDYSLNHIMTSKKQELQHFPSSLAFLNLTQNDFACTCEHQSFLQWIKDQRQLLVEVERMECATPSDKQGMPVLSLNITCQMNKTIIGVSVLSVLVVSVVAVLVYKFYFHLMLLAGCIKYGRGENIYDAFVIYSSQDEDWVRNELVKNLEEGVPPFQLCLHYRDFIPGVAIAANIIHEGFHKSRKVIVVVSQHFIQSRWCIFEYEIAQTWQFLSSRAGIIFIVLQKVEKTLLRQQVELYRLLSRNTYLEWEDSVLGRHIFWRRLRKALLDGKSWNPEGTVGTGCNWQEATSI
Target sequence (Q99836 whole entry, looked up): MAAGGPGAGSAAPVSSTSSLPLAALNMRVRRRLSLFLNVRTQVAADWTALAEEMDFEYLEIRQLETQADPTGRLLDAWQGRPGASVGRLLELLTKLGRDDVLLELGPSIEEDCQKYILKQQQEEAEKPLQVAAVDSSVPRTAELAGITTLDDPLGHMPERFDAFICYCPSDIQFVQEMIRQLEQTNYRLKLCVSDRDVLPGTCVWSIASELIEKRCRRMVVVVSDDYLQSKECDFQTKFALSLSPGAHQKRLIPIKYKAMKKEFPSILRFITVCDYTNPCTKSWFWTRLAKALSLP
STAT3 activator = activators of IL-6 induced STAT3 signaling. U3A cells, IL-6 STAT3-luciferase reporter, luminescence; 100% = signal with IL-6 EC80 alone. activation (% of control), % at 5.6 µM. actives 0.91% (n = 190,000);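 active = activation above the screen-wide mean of compound activation plus 3 SD, cut at about 130% in these data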;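 also: 0% = background luminescence of wells with medium and substrate only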
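Test system: Human STAT1-deficient U3A cells with stable STAT3-luciferase reporter | Also added: Interleukin-6, 33 ng/mL | Timing: Compound pre-incubation 1 h before IL-6, then 6 h stimulation at 37 °C | Technique: Luciferase reporter luminescence | Read-out: Percent of IL-6-only median luminescence | Benchmarks: IL-6-only wells as 100% reference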
Diaph inh CS = diaphorase inhibition or chemical oxidation counter-screen; inhibition, % at 20 µM; diaphorase resazurin-to-resorufin fluorescence, NADH, 16 min; bacterial (C. kluyveri) enzyme, not human; AID 1217; actives 0.69% (n = 190,000);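 active = primary screen inhibition at 20 µM above a set limit, cut at about 50% in these data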;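 also: plate controls were DMSO with full reaction for no effect and wells lacking NADH for full effect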
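Assay system: diaphorase enzyme from Clostridium kluyveri. Quantity: enzyme working solution with 0.14 U/mL diaphorase. Schedule: reaction incubation of 16 min at room temperature. Technique: resorufin fluorescence, excitation 544 nm, emission 590 nm. Controls: No-NADH positive control and DMSO neutral control.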
Diaph act CS = diaphorase activation or chemical reduction counter-screen | actives 0.005% (n = 190,000) | AID 1229 | Diaphorase/resazurin coupled assay, resorufin fluorescence, 16 min; hits give high values; 1 = vehicle wells, 0 = NADH-free wells | activation factor at 20 µM;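 active = diaphorase activity raised at least twofold by the compound at 20 µM; inactive = activation factor below 2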
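Assay system: Purified diaphorase enzyme from Clostridium kluyveri | Amount: Enzyme 0.07 U/mL final | Dosing: Compound 20 µM once, DMSO 1% | Timing: 16 min reaction at room temperature | Detection: Fluorescence, excitation 544 nm and emission 590 nm | Evaluation: Higher resorufin formation from activation or reduction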
STAT1 blocker = reduces IFN-gamma driven STAT1 reporter signal. NIH 3T3 STAT1-luciferase reporter, luminescence. inhibition, % at 5.5 µM. actives 0.35% (n = 200,000);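 active = inhibition above a set limit, the mean inhibition across all tested compounds plus 3 SD, cut at about 34% in these data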;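 also: 0% = IFN-gamma with DMSO and 100% = IFN-gamma with 300 µM nifuroxazide; values of inactives mirror those of a sister screen read the other way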
STAT3 blocker = reduces IL-6 driven STAT3 reporter signal. AID 862. U3A cells, IL-6 STAT3-luciferase reporter, luminescence; host cell line lacks STAT1. inhibition, % at 5.5 µM. actives 0.89% (n = 190,000);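 active = inhibition above the mean inhibition across all screened compounds plus 3 SD, cut at about 44% in these data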;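 also: 0% = DMSO only wells and 100% = 100 µM nifuroxazide control wells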
APP 5UTR inh = APP translation inhibition | SH-SY5Y APP 5'UTR-luciferase reporter, luminescence | inhibition, % at 2 µM | actives 0.82% (n = 190,000);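 active = inhibition above a set limit, derived from the sample mean plus 3 SD, cut at about 45% in these data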; also: values of inactives mirror those of a sister screen read the other way
G6PDH CS = L. mesenteroides G6PDH inhibition counter-screen; actives 0.12% (n = 200,000); inhibition, % at 5 µM; Purified L. mesenteroides G6PDH, diaphorase/resazurin coupled fluorescence, 45 min; in the data active = inhibition above about 50%
STAT1 activator = STAT1 signaling activation; NIH 3T3 STAT1-luciferase reporter, IFN-gamma, luminescence; 100% = IFN-gamma alone, no compound; activation (% of control), % at 5.5 µM; actives 2.6% (n = 200,000); AID 932;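 active = activation above the screen-wide mean activation plus 3 SD, cut at about 130% in these data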;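 also: raw ratio to IFN-gamma control signal so 100% means no change and 0% no light; values of inactives mirror those of a sister screen read the other way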
Hsp70 act = transcriptional activators of Hsp70; HeLa Hsp70 promoter luciferase reporter, luminescence; scaled: vehicle 0, proteasome-inhibitor control 100%; activation, % at 10 µM; actives 0.04% (n = 200,000);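 active = activation above the mean across all tested compounds plus 3 SD, cutoff set per campaign, cut at about 5.5% in these data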;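 also: 100% = MG132 at 30 µM as the positive control and 0% = DMSO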
Numbers without * were called inactive; · = no result given.

SMILES | TLR4 MyD88 comp | STAT3 activator | Diaph inh CS | Diaph act CS | STAT1 blocker | STAT3 blocker | APP 5UTR inh | G6PDH CS | STAT1 activator | Hsp70 act
CCCCC(=O)Nc1cccc(NC(=O)C(C)C)c1 | -25 | 104 | 10 | 0.9 | 1 | -3 | 2 | 15 | 98 | -0.3
COc1ccc(NC(=O)Nc2cccnc2)c(OC)c1 | -9 | 98 | 32 | 0.7 | -1 | 8 | -23 | -2 | 99 | 0.1
Cc1noc(C)c1C(=O)N1CCc2ccccc21 | -6 | 101 | 4 | 1 | 0 | 2 | -1 | 1 | 100 | 0.0
Cc1ccc(NC(=O)NN(C)c2c(Cl)c(Cl)nn2C)cc1 | 9 | 95 | 13 | 0.9 | -10 | 13 | -39 | 8 | 109 | -0.2
COc1cc(-c2nnc(SCC(=O)Nc3ccc4c(c3)OCCO4)o2)cc(OC)c1OC | 3 | 96 | 10 | 0.9 | 5 | 9 | -20 | 8 | 96 | -0.3
COC(=O)CNC(c1ccccc1Cl)c1cc(Br)ccc1NS(=O)(=O)c1ccc(C)cc1 (centres undefined) | -2 | 106 | 15 | 0.8 | -12 | -3 | -28 | 3 | 110 | -0.1
CCn1c(=NC(=O)CN2C(=O)CCC2=O)sc2c(OC)ccc(OC)c21 | 0 | 96 | 14 | 0.9 | -1 | 13 | -1 | 2 | 101 | -0.1
CC(C)C(=O)NNS(=O)(=O)c1ccccc1[N+](=O)[O-] | -9 | 94 | 15 | 0.8 | 8 | 4 | 7 | 2 | 92 | -0.5
O=S(=O)(c1cccc2cccnc12)N1CCN(Cc2ccc3c(c2)OCO3)CC1 | -1 | 106 | 28 | 0.7 | 3 | -3 | 16 | 6 | 97 | 0.2
COC(=O)Nc1ccc(S(=O)(=O)N2CCCCC2C(=O)O)cc1 (centres undefined) | -4 | 92 | 18 | 0.8 | -2 | 17 | 3 | 3 | 102 | 0.2
O=C(O)C1=C[C@@H](c2ccc(Br)cc2)C[C@@H](OCc2ccc(CO)cc2)O1 | 5 | · | -4 | 1 | -2 | · | 10 | 7 | 103 | 0.6
COc1ccc(CNC(=O)C2=C(C)C(=O)OC23CCC(C)CC3)cc1 (centres undefined) | 0 | 98 | -2 | 1 | -3 | 11 | -12 | 7 | 103 | -0.2
Fc1ccc(NC(=S)NCCc2ccc(Cl)cc2)cc1 | 7 | 106 | 9 | 0.9 | -9 | -3 | -6 | 3 | 108 | 0.2
Cc1ccc(C(=O)N2CCCC(CCC(=O)N3CCN(c4ccccn4)CC3)C2)s1 (centres undefined) | -10 | 95 | 48 | 0.5 | 13 | 11 | 9 | 3 | 86 | -0.1
COc1ccc(OCC(=O)Nc2ccc(N3CCC(C)CC3)cc2)cc1 | -4 | 97 | -7 | 1.1 | -14 | 7 | -7 | 3 | 111 | 0.5
CC(C)Cn1nc(NC(=O)C2CCCO2)c2cc3ccccc3nc21 (centres undefined) | 6 | 99 | 20 | 0.8 | 6 | 6 | 7 | -3 | 95 | -0.4
COc1cccc(NC(=S)N2CCCC2c2ccc(OC)c(OC)c2)c1 (centres undefined) | 10 | 106 | 5 | 0.9 | -12 | -1 | -16 | 0 | 111 | 0.0
CCN1C(=O)/C(=C/C=C2/CCCN2C)OC1=S | 13 | 106 | 30 | 0.7 | -20 | -3 | -29 | 14 | 116 | -0.3
O=Cc1nc(-c2ccccc2Cl)n2ccccc12 | 4 | 109 | 14 | 0.9 | 1 | -4 | 1 | 20 | 99 | 0.0
O=C(O)C1CC(=O)N(c2ccc(OCc3c(F)cccc3Cl)cc2)C1 (centres undefined) | 9 | 95 | -7 | 1.1 | -3 | 9 | 7 | -2 | 103 | -0.2
COc1ccc(CC(=O)NCCc2ccc(S(N)(=O)=O)cc2)cc1 | -4 | 103 | 4 | 1 | 2 | -3 | 4 | 23 | 98 | -0.4
Cc1ccc(CNC(=S)Nc2cc(C)ccc2OC(F)F)cc1 | 3 | 100 | 12 | 0.9 | 5 | 9 | -8 | -1 | 95 | 1.0
CC1CCC2(CC1)NC(=O)N(CC(=O)Nc1ccc(N3CCOCC3)cc1)C2=O (centres undefined) | -4 | 95 | -5 | 1 | -3 | 2 | 6 | -24 | 103 | -0.3
CC(C)(C)NS(=O)(=O)c1ccc(N2C(=O)c3ccccc3C2=O)cc1 | -9 | 88 | 10 | 0.9 | 0 | 20 | -20 | -2 | 100 | -0.4
Cc1ccc(Sc2ccc([N+](=O)[O-])cc2[N+](=O)[O-])nc1 | -14 | 94 | 4 | 1 | 0 | 10 | -6 | 5 | 100 | -0.2
CCOc1cc(C(=O)Nc2cccc3ncccc23)cc(OCC)c1OCC | 1 | 97 | 14 | 0.9 | -1 | 10 | · | 0 | 101 | -0.4
CCCOc1cccc(C(=O)N(Cc2ccco2)C2CCS(=O)(=O)C2)c1 (centres undefined) | 5 | 100 | 6 | 0.9 | 7 | 4 | -2 | 4 | 94 | -0.4
CC1(C)Cc2c(C#N)c(N3CCN(C(=O)c4ccco4)CC3)nc(Cc3ccccc3)c2CO1 | 2 | 100 | 19 | 0.8 | 6 | 4 | -7 | -1 | 94 | 0.0
CC1CCCN(S(=O)(=O)c2ccc(NC(=O)Cn3nnc(-c4ccccc4F)n3)cc2)C1 (centres undefined) | -4 | 106 | 24 | 0.8 | 4 | -3 | -8 | -31 | 96 | -0.2
CC(C)(C)n1nc2c(c1NC(=O)c1ccc(S(=O)(=O)N3CCCCC3)cc1)CS(=O)C2 (centres undefined) | -5 | 99 | 2 | 1 | -9 | 4 | 1 | 4 | 108 | 0.5
O=C1NC(=O)C2(CCC(C(=O)O)C2)N1 (centres undefined) | 4 | 105 | 12 | 0.9 | 3 | -1 | -7 | 2 | 97 | -0.1
O=C(N/N=C/c1cn(-c2ccccc2)nc1-c1cccs1)c1ccc(Cl)cc1 | -3 | 93 | 23 | 0.8 | -1 | 6 | -16 | -5 | 103 | -0.3
CC1CC(C)CN(c2ccc(-n3cnnn3)cc2[N+](=O)[O-])C1 (centres undefined) | 4 | 100 | 24 | 0.8 | -4 | 0 | 8 | 4 | 103 | -0.6
Cc1ccc(C(=O)N/N=C/c2nc3ccccc3n2C)cc1 | -4 | 81 | 16 | 0.8 | -9 | 30 | 8 | 4 | 108 | -0.2
O=C(NCc1ccccc1)c1cccc(COc2ccc(Cl)cc2)c1 | 8 | 101 | 12 | 0.9 | -26 | 5 | -77 | 11 | 124 | 0.1
COC(=O)CNC(=O)c1cccs1 | -6 | 102 | 10 | 0.9 | 12 | 3 | 0 | 6 | 89 | -0.3
O=C(Nc1ccc(S(=O)(=O)N2CCCC2)cc1)C1CC(=O)N(c2ccccc2)C1 (centres undefined) | 0 | 94 | 12 | 0.9 | 7 | 12 | -12 | -6 | 93 | -0.1
N#C/C(=C(/O)COC(=O)Cc1c[nH]c2ccccc12)c1nc2ccccc2[nH]1 | -16 | 123 | 21 | 0.8 | 8 | -16 | -10 | 6 | 93 | -0.3
CCC(C)NC(=O)Nc1ccc2c(c1)N(C)C(=O)c1ccccc1S2 (centres undefined) | 11 | 107 | 21 | 0.8 | 1 | -11 | -9 | 7 | 99 | -0.2
O=C(NNC(=O)c1ccco1)c1cccc([N+](=O)[O-])c1 | -5 | 109 | 6 | 0.9 | -3 | -3 | 6 | 6 | 103 | -0.2

7 compounds from above, limited to Diaph inh CS, STAT3 blocker and APP 5UTR inh:
structure | Diaph inh CS | STAT3 blocker | APP 5UTR inh
Cc1ccc(C(=O)N/N=C/c2nc3ccccc3n2C)cc1 | 16 | 30 | 8
O=C(NCc1ccccc1)c1cccc(COc2ccc(Cl)cc2)c1 | 12 | 5 | -77
COC(=O)CNC(=O)c1cccs1 | 10 | 3 | 0
O=C(Nc1ccc(S(=O)(=O)N2CCCC2)cc1)C1CC(=O)N(c2ccccc2)C1 (centres undefined) | 12 | 12 | -12
N#C/C(=C(/O)COC(=O)Cc1c[nH]c2ccccc12)c1nc2ccccc2[nH]1 | 21 | -16 | -10
CCC(C)NC(=O)Nc1ccc2c(c1)N(C)C(=O)c1ccccc1S2 (centres undefined) | 21 | -11 | -9
O=C(NNC(=O)c1ccco1)c1cccc([N+](=O)[O-])c1 | 6 | -3 | 6

(next part)
SMILES | TLR4 MyD88 comp | STAT3 activator | Diaph inh CS | Diaph act CS | STAT1 blocker | STAT3 blocker | APP 5UTR inh | G6PDH CS | STAT1 activator | Hsp70 act
Cc1ccc(/C=N/NC(=O)CSc2nc3ccccc3s2)o1 | -6 | 106 | 19 | 0.8 | -1 | -6 | 1 | -4 | 101 | 0.0
N#Cc1c(NC(=O)CSc2n[nH]c(N)n2)oc(-c2ccccc2)c1-c1ccccc1 | 2 | 96 | 24 | 0.8 | 1 | 11 | -1 | 6 | 99 | -0.2
Cc1csc(/C(=N\O)c2csc(C)n2)n1 | -11 | 94 | 17 | 0.8 | -1 | 16 | 15 | 0 | 101 | -0.3
CC1(C)Cc2ccccc2-c2nc3n(c(=O)c21)CCCS3 | -1 | 93 | 5 | 0.9 | 6 | 11 | 7 | 23 | 93 | -0.4
O=C(COC(=O)c1cccc(S(=O)(=O)N2CCc3ccccc32)c1)Nc1ncc(C(F)(F)F)cc1Cl | -14 | 102 | 19 | 0.8 | -3 | -1 | 4 | -14 | 103 | -0.2

Shown with two lines to a compound: 3 of the compounds above
Below each SMILES – TLR4 MyD88 comp, STAT3 activator, Diaph inh CS, Diaph act CS, STAT1 blocker, STAT3 blocker, APP 5UTR inh, G6PDH CS, STAT1 activator, Hsp70 act
> O=C(N/N=C/c1cn(-c2ccccc2)nc1-c1cccs1)c1ccc(Cl)cc1
    -3, 93, 23, 0.8, -1, 6, -16, -5, 103, -0.3
> COC(=O)CNC(c1ccccc1Cl)c1cc(Br)ccc1NS(=O)(=O)c1ccc(C)cc1 (centres undefined)
    -2, 106, 15, 0.8, -12, -3, -28, 3, 110, -0.1
> O=C(O)C1CC(=O)N(c2ccc(OCc3c(F)cccc3Cl)cc2)C1 (centres undefined)
    9, 95, -7, 1.1, -3, 9, 7, -2, 103, -0.2

Bioassay records (PubChem)
